High-throughput results: PubChem, National Center for Advancing Translational Sciences (NCATS)
GLP1R cytotox = cytotoxic in the GLP-1 receptor inverse agonist counter-screen; hit rate 0.13% among 410,000; AID 624418; Potency, µM (highest dose often 38.3 µM), inactives show top-dose activity change, negative = inhibition, actives largely listed as inhibitors; HEK293 cAMP-luciferase reporter cells, luminescence, 24 h;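 note: loss of luciferase light is scored as toxicity; potency is the fitted concentration of half-maximal effect; % is set by controls: 0 for no effect and ±100 for the full control effect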
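To flag toxic compounds, the library was rerun on cells for 24 hr at 37 deg C and 5% CO2. Viability-linked luminescence was captured 12 min after adding luciferase detection reagent.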
PTHR1 ag = agonists of human PTHR1 parathyroid hormone receptor; AID 743266; HEK293 GP2 PTHR1 cells, GloSensor cAMP luminescence, 1 h; Q03431; Potency, µM (titrated, usually from 115 µM), for the others: top-dose activation, most hits filed as activators; hit rate 0.075% among 410,000; note: potency is the fitted concentration of half-maximal effect; nearly all actives have a fitted effect of over 55% in size; some results filed as inactive show a strong effect at the top dose; inactives centre near -15; many of its hits are not listed in these tables
Target sequence (Q03431 whole entry, looked up): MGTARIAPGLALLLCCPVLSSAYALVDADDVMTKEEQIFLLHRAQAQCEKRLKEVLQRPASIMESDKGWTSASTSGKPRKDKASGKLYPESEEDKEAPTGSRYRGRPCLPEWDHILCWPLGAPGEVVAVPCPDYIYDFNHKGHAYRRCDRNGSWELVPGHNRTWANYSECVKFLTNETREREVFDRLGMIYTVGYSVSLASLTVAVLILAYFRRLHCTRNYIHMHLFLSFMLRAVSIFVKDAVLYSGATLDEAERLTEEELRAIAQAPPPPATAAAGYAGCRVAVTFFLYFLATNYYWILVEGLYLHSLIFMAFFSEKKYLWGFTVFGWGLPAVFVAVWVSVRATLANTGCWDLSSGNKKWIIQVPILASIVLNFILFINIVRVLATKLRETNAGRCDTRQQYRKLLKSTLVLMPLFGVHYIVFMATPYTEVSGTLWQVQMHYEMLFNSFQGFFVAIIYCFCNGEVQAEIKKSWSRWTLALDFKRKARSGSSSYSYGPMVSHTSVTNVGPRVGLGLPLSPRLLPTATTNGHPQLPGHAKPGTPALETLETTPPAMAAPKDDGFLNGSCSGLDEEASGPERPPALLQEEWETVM
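HEK-293-derived GP2 cells expressing PTHR1 and a GloSensor cAMP reporter, 3,000/well, plated overnight, given luciferin plus IBMX (each 0.5 mM as added) for 1 h at 37 °C, then compound for 1 h at 37 °C. Luminescence was read after 15 min at room temperature.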
TDP43 rescue = inhibitors of TDP-43 toxicity in yeast | TDP-43 expressing yeast growth rescue, BacTiter-Glo, 24 h | Potency, µM (top dose mostly 46.1 µM), for inactives: top-dose growth rescue (activation), most hits filed as activators | hit rate 1.8% among 410,000 | AID 652104; note: potency is the fitted concentration of half-maximal effect; % of control where 0% means no effect; nearly all actives have a fitted effect of over 50% in size
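In this qHTS, compounds that restore growth of yeast expressing TDP-43 appear as activators. Cells (OD600=0.02, galactose medium, raffinose-pregrown) are incubated with compound 24 hr at 30 deg C and growth is quantified by BacTiter-Glo.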
GLP-1R agonist = GLP-1 receptor (human) agonism | HEK293 GLP-1R CRE-luciferase, luminescence, 4-6 h; cells express a hypersensitive GLP-1R form | hit rate 0.007% among 380,000 | Potency, µM (series often up to 45.6 µM), without a hit: at the highest dose activation, hits mostly activators | AID 624172 | P43220; note: potency is the fitted concentration of half-maximal effect; % of control where 0% means no effect
Target sequence (P43220 whole entry, looked up): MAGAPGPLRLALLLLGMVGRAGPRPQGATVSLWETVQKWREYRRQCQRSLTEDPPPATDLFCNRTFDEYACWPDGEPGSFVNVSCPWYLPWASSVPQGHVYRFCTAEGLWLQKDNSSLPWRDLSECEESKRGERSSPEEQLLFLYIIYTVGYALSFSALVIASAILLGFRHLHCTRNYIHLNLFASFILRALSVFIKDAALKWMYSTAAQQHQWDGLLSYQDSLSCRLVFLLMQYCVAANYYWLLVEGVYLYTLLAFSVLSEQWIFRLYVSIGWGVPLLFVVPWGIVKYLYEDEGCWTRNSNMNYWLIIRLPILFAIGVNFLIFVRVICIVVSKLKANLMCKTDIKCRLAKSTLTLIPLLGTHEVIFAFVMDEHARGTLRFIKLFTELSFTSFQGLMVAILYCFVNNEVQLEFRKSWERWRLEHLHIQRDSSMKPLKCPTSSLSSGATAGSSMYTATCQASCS
KB-V1 cytotox = KB-V1 MDR subline cytotoxicity; Potency, µM (series often up to 46.1 µM), inactives show top-dose activity change, negative = cytotoxicity, most hits filed as cytotoxic; KB-V1 MDR cells viability, CellTiter-Glo, 72 h; hit rate 3.4% among 400,000; AID 1347076; note: potency is the fitted concentration of half-maximal effect; % is set by controls: 0 for no effect and ±100 for the full control effect; nearly all actives have a fitted effect of over 60% in size
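KB-V1 MDR subline cells in DMEM (phenol-red free, 10% FBS) exposed to compounds in qHTS concentration series for 72 h at 37 degrees C. Viability read by CellTiter-Glo luminescence; concentration-effect curves fitted after normalization and correction.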
GLP1R inv ag = GLP-1 receptor (human) inverse agonism; P43220; HEK293 GLP-1R CRE-luciferase, luminescence, 24 h; GLP-1R form is constitutively active; Potency, µM (top dose mostly 38.3 µM), without a hit: at the highest dose activity change, negative = inhibition, usual class: inhibitors; hit rate 1.6% among 410,000; note: potency is the fitted concentration of half-maximal effect; % is set by controls: 0 for no effect and ±100 for the full control effect; nearly all actives have a fitted effect of over 55% in size
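Inverse agonists were sought by their lowering of basal cAMP reporter luciferase output in HEK293 cells stably carrying constitutively active human GLP-1R, after 24 h compound treatment.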
DRD3 agonist = agonists of human D3 dopamine receptor. P35462. max activation, %. AID 652048. D3R DiscoveRx beta-arrestin cells, luminescence, 90 min. hit rate 0.58% among 410,000; in the data active = max activation above about 30%; note: 0% is about no effect; mostly tested at two doses, the higher about 12 µM
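Agonist mode: compounds and dopamine controls were applied to plated cells for 90 min at 37 degrees C after an overnight attachment at 1500 cells/well. Luminescent read-out followed 30 - 60 minutes at room temperature with DiscoveRx detection reagent.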
DRD3 antagonist = blocks the human D3 dopamine receptor | P35462 | D3R cells, DiscoveRx beta-arrestin luminescence, antagonist mode; active compounds read low | max response, negative = inhibition, % | hit rate 2.5% among 360,000 | AID 652054; in the data active = max response below about -50%; inconclusive = no clear call, values can overlap the other calls; note: % is set by controls: 0 for no effect and ±100 for the full control effect; mostly tested at two doses, the higher about 12 µM
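Cells plated overnight at 1500 cells/well, then exposed to library compounds with dopamine controls for 90 minutes at 37 degrees C. DiscoveRx reagent added for 30–60 minutes at room temperature; luminescence read, quantitative HTS format.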
aSyn rescue = inhibitors of alpha-synuclein toxicity in yeast; hit rate 0.14% among 370,000; Potency, µM (top dose mostly 46.1 µM), inactives show at the highest dose growth rescue (activation), hits mostly activators; Yeast expressing alpha-synuclein, growth rescue, BacTiter-Glo, 24 h; note: potency is the fitted concentration of half-maximal effect; % of control where 0% means no effect; nearly all actives have a fitted effect of over 65% in size
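Galactose-induced alpha-syn yeast (OD600=0.02, raffinose-pregrown) + pinned cpd, 24 hr, 30 deg C; growth by BacTiter-Glo luminescence. Growth restoration scores as activation.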
The depositor's hits bear a star; i = inactive; u = inconclusive; x = no result given; & = joins results of further samples; [ ] = remark or other dose. Unless noted, calls come from the whole dose curve; as a rule, active = well fitted curve in the direction sought with a large enough effect; inconclusive = small, poorly fitted or top-dose-only effect, or another doubt; inactive = no such curve, though single readings can be large; an effect the other way counts as inactive or inconclusive. Only part of the results is shown; rates above refer to the full screens.

| molecule | PTHR1 ag | DRD3 antagonist | KB-V1 cytotox | TDP43 rescue | DRD3 agonist | GLP1R inv ag | aSyn rescue | GLP1R cytotox | GLP-1R agonist |
| --- | --- | --- | --- | --- | --- | --- | --- | --- | --- |
| CC(C)=C[C@@H]1C[C@H](C)[C@H]2CC[C@H](C)c3c(O)c(O)c(C)c1c32 | -25% | 0 | 2% | 18% | -23 | 15% | 0% | 2% | 0% |
| O=C(NNC(=O)c1ccccc1Cl)c1ccncc1 | 17% | 19 | -11% | -3% | -5 | 11% | 0% | 64%[activator] | -24% |
| O=C(COC(=O)c1ccccn1)NCCCc1ccccc1 | i | 2 | u | 7% | 1 | -14% | 0% | -1% | -14% |
| CC(=O)c1ccc(C)cc1OC(=O)c1cccc(F)c1 | i | 4 | 6% | 6% | 14 | -20% | 10% | -12% | 8% |
| COc1cccc(CC2CC(=O)N(CCc3ccc4c(c3)OCO4)C2=O)c1 (stereo not given) | -21%[57.5 µM] | 1 | -10% | 20µM* | -3 | u | 4% | -18% | 7% |
| C=CCn1c(Cc2cccs2)nnc1SCC(=O)c1cccc(Br)c1 | i | -19 | -9% | u | -10 | 5.6µM* | 26% | -9% | 6% |
| COc1cccc(Cn2c(OCC3CCCO3)nc3c2c(=O)n(C)c(=O)n3C)c1 (stereo not given) | -1% | 3 | -8% | 15% | 8 | 9% | 5% | -10% | 13% |
| Cc1cc(C(=O)N/N=C/c2c(C)nn(-c3ccccc3)c2Cl)n[nH]1 | -4% | 2 | 1% | -23% | -2 | 17% | -2% | u | 18% |
| Cc1ccc(CNC(=O)CCN2C(=O)C(C)Oc3ccc(C)cc32)cc1 (stereo not given) | u | x | -7% | u | -22 | 4% | x | 4% | 0% |
| Cc1ccc(C(=O)c2ccccc2C(=O)O)s1 | i | -20 | 17% | -4% | 1 | 0% | -6% | -11% | -7% |
| COC(=O)c1scc(C)c1N1C(=O)c2ccccc2C1=O | i | 12 | u | -4% | -1 | -2% | -1% | -5% | 12% |
| Cc1cccn2c(=O)c3cc(C(=O)NCc4ccco4)c(=N)n(CCc4ccccc4)c3nc12 | i | -11 | u | -15% | 10 | 32%[activator] | -2% | 152%[activator] | 16% |
| CCCCNC(=O)/C(C#N)=C/c1ccc(-c2ccc(S(=O)(=O)N3CCOCC3)cc2)o1 | -21% | -9 | u | 7% | -8 | 10% | 0% | 21% | 13% |
| COc1cc(CCC(=O)Nc2sccc2C#N)cc(OC)c1OC | -1% | 5 | u | -14% | 4 | 4% | 5% | 6% | 8% |
| NN1C(=O)NC(c2ccccc2)(c2ccccc2)C1=O | 23% | -19 | -8% | -1% | 0 | 8% | -5% | 0% | -1% |
| CCCNC(=S)Nc1ccccc1 | i | -2 | -6% | 19% | 1 | -1% | 7% | 0% | -4% |
| Cc1n[nH]c(=O)c2c(NC(=O)CSc3nn(-c4ccc(F)cc4)c(=S)s3)oc(C)c12 | i | 5 | u | 4% | 2 | -23% | 3% | 4% | -15% |
| N#Cc1cc(C(=O)c2ccccc2O)cn(-c2nccs2)c1=O | -32%[inhibitor] | 1 | 18% | -26% | 1 | 1% | 7% | -8% | -1% |
| CCOC(=O)C1=C2NC(=O)c3ccccc3N2C(=O)C1 | -5% | -6 | 8% | 13% | -9 | 2% | -3% | 13% | 5% |
| CC(CC1C(C#N)=C(N)SC(N)=C1C#N)c1ccccc1 (stereo not given) | -20% | 0 | u | 22% | 1 | 9% | 4% | -17% | -7% |
| CCN1CCN(S(=O)(=O)c2ccc(Cl)c(C(=O)Nc3ccc(OC(F)F)cc3)c2)CC1 | -39%[inhibitor] | -18 | u | -14% | -8 | u | 0% | -8% | 1% |
| COc1ccc2nc(NC(=O)c3cccs3)sc2c1 | -36%[inhibitor] | -20 | u | 0% | -2 | u | -20% | 4% | -3% |
| C#CCN1C(=O)S/C(=C\c2ccc(-c3ccc(Cl)c(C(=O)O)c3)o2)C1=O | -36%[inhibitor] | 13 | 23% | 15% | 8 | 12% | -7% | 0% | -2% |
| CCOC(=O)c1ccc(NC(=O)C2CC(=O)N(c3ccc4c(c3)OCCO4)C2)cc1 (stereo not given) | -24% | 29 | 4% | 10% | -2 | -3% | -1% | 4% | -3% |
| CC(C)C(=O)OC1=CN(Cc2ccccc2)S(=O)(=O)c2ccccc21 | -16% | x | -14% | 13% | 2 | -3% | x | -11% | x |
| CC[C@@]12C(=O)N(c3cccc(F)c3)C(=O)N1[C@H](c1cccc(C)c1)[C@@H]1C(=O)N(Cc3ccccc3)C(=O)[C@@H]12 | -23% | -17 | 5% | -1% | 0 | u | 2% | -11% | -4% |
| O=[N+]([O-])c1cccc(-c2ccc(/C=N/NC(=S)Nc3cccc(F)c3)o2)c1 | -3% | -21 | -25% | 18µM* | 7 | -14% | -7% | 13% | 10% |
| C[C@H](O)[C@@H]1C(=O)N2CCc3ccc(-c4ccccc4)cc3[C@@H]2C[C@@H]1N(C)C(=O)Nc1cc(Cl)cc(Cl)c1 | i | 3 | 0% | 23% | 6 | u | 2% | 1% | 2% |
| O=C(CSc1ccc(C(F)(F)F)cc1[N+](=O)[O-])NCCOc1ccccc1 | -72%[inhibitor] | 1 | u | -13% | -10 | -36% | 0% | -22% | 1% |
| COc1ccccc1S(=O)(=O)Cc1ccc(C(=O)NC2CC2)o1 | 1% | -5 | u | 8% | 2 | 14% | -5% | -1% | 4% |
| CC(C)CC1=NC(C(F)(F)F)(C(F)(F)F)c2c(n(CC(C)C)c(=O)[nH]c2=O)N1 | -46%[inhibitor] | -12 | -7% | -2% | -2 | -24% | -10% | 6% | 0% |
| CCOC(=O)c1ccc(NC(=O)CCN2C(=O)C3CC=CCC3C2=O)cc1 (stereo not given) | -33% | 13 | -25% | -25% | 2 | -24% | 2% | -9% | 0% |
| CCCNC(=O)c1oc2ccc3c(c2c1C)C(O)CC(C)(C)O3 (stereo not given) | -20% | 3 | 3% | 13% | -2 | 4% | 9% | 3% | 23% |
| Oc1ccccc1N1CCN(Cc2ncc(-c3ccccc3)o2)CC1 | -20% | -58* | -22% | 2% | -6 | -7% | -1% | 1% | 5% |
| CN(C)CC(O)CN1C(=O)NC(C)(C)C1=O (stereo not given) | i | -13 | 2% | 11% | 1 | 23% | 10% | -13% | -7% |
| CN(C)CCCn1c2c(c(SCC(=O)Nc3cccc4ccccc34)nc1=O)CCC2 | -3% | 7 | 15% | -12% | -2 | u | -1% | -7% | 11% |
| COc1ccc(-c2oc3ccc(N4CCOCC4)cc3c2C#CCO)cc1 | -19% | 95 | u | 13% | 18 | -2% | -11% | -1% | -3% |
| COc1ccc2c(c1)-c1ccccc1S(=O)(=O)N(C)C2 | i | 3 | -3% | u | 15 | 3% | 2% | -3% | -3% |
| COc1cc(/C=N/NC(=O)c2ccoc2C)cc(OC)c1OC | i | 6 | 7% | -4% | -20 | 0% | 0% | -10% | -4% |
| Cc1cccc(C#Cc2ccccc2)n1 | -60%[inhibitor] | -21 | -7%&19% | 13% | 0 | -1% | -12%&8%&-3% | -8% | 13% |
| CCCn1nnnc1SCC(=O)NCc1ccccc1 | i | -11 | 2% | -17% | 0 | 22% | -13% | 1% | -8% |
| O=C(O)c1ccccc1N/N=C\c1ccnc2ccccc12 | -7% | -14 | 0% | 3% | 6 | 4.5µM* | -10% | 54%[activator] | -40%[inhibitor] |
| Cc1ccccc1NC(=O)c1cc2c([nH]c1=O)CC(C)(C)CC2=O | i | x | x | 26% | 2 | 10% | x | 2% | x |
| Fc1cnc(N2CCN(c3ccccc3)CC2)nc1N1CCN(c2ccccc2)CC1 | -43% | 9 | u | 26% | 2 | 32% | -3% | 1% | -6% |
| Cc1ccccc1C(=O)NCCCc1ccccc1 | i | -10 | -10% | 4% | -5 | -24% | -3% | -8% | 6% |

An excerpt from above in order of SMILES length, ascending:
| molecule | PTHR1 ag | DRD3 antagonist | KB-V1 cytotox | TDP43 rescue | DRD3 agonist | GLP1R inv ag | aSyn rescue | GLP1R cytotox | GLP-1R agonist |
| --- | --- | --- | --- | --- | --- | --- | --- | --- | --- |
| CCCn1nnnc1SCC(=O)NCc1ccccc1 | i | -11 | 2% | -17% | 0 | 22% | -13% | 1% | -8% |
| O=C(O)c1ccccc1N/N=C\c1ccnc2ccccc12 | -7% | -14 | 0% | 3% | 6 | 4.5µM* | -10% | 54%[activator] | -40%[inhibitor] |
| COc1ccc2c(c1)-c1ccccc1S(=O)(=O)N(C)C2 | i | 3 | -3% | u | 15 | 3% | 2% | -3% | -3% |
| Cc1ccccc1NC(=O)c1cc2c([nH]c1=O)CC(C)(C)CC2=O | i | x | x | 26% | 2 | 10% | x | 2% | x |
| Fc1cnc(N2CCN(c3ccccc3)CC2)nc1N1CCN(c2ccccc2)CC1 | -43% | 9 | u | 26% | 2 | 32% | -3% | 1% | -6% |

Part of the list above, reformatted:
Screens in order – PTHR1 ag | DRD3 antagonist | KB-V1 cytotox | TDP43 rescue | DRD3 agonist | GLP1R inv ag | aSyn rescue | GLP1R cytotox | GLP-1R agonist
- NN1C(=O)NC(c2ccccc2)(c2ccccc2)C1=O
    23% | -19 | -8% | -1% | 0 | 8% | -5% | 0% | -1%
- CCCNC(=S)Nc1ccccc1
    i | -2 | -6% | 19% | 1 | -1% | 7% | 0% | -4%
